Assay outcomes deposited in PubChem BioAssay by National Center for Advancing Translational Sciences (NCATS).
ALOX12 inh: inhibitors of human 12S-lipoxygenase ALOX12 | 580,000 tested, 1.1% active | P18054 | Potency, µM (doses to about 108 µM), for inactives: at the top dose activity change, negative = inhibition, usual class: inhibitors | AID 1671190 | purified 12hLO, xylenol orange hydroperoxide absorbance; active = well fitted inhibition curve with a large enough effect; inconclusive = small, poorly fitted or top-dose-only effect, or another doubt; inactive = no such curve, though single readings can be large or run the other way
Target sequence (P18054 whole entry, looked up): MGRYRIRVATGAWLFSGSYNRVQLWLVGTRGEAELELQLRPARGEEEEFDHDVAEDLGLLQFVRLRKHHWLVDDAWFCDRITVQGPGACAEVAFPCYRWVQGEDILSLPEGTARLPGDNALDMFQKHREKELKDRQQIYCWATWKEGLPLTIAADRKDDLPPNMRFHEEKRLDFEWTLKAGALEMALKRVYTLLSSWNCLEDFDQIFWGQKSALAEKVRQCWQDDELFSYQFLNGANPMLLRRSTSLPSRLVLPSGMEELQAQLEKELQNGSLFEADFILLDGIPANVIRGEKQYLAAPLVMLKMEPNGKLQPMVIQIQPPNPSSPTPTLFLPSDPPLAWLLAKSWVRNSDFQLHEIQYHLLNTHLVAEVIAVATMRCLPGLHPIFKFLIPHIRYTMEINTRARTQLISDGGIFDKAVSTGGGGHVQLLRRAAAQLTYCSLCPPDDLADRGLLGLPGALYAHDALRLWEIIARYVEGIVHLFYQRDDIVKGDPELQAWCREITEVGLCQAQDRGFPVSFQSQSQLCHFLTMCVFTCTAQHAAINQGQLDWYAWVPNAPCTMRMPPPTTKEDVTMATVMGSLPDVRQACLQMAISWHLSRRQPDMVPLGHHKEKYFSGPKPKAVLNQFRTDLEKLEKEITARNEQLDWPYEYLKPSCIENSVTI
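Hydroperoxide product was detected by ferrous iron/xylenol orange as the 573 to 405 nm absorbance ratio. Arachidonic acid at 40 uM (final) was turned over for 30 min at room temperature by 150 nM human 12hLO, pH 7.0 Hepes buffer, after 15 min compound preincubation.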
Starred values were filed as active, the others as inactive; ? = inconclusive; & = joins results of further samples; [ ] = dose if it differs, or a comment. % is set by controls: 0 for no effect and ±100 for the full control effect; potency is the fitted concentration of half-maximal effect. An excerpt; count on the stated rates, not on these rows.

SMILES	ALOX12 inh
CCNC(=O)CNC(=O)c1cc(Br)ccc1F	5.3%
CC(C)c1nc2c(c(-c3ccc(O)cc3)n1)CN(C(=O)c1ccc(C(F)(F)F)cc1)CC2	-2.0%
COc1ccccc1-c1c(C(F)(F)F)oc2cc(OCC#N)ccc2c1=O	13.1%
COc1ccc(Nc2ccccc2NC(=O)c2ccc3c(c2)NC(=O)CCS3)cc1	0.4%
Cc1cc(F)ccc1-c1[nH]nc2ncc(-c3cnn(C)c3)nc12	3.4%[176 µM]
N#Cc1nc(-c2ccc(Cl)cc2)oc1NCc1ccc(Cl)cc1	?
CC(C)c1ccc(OCC(=O)Nc2ccc(C(=O)N(C)C)cc2)cc1	4.6%
O=C1c2ccccc2CN1C1CCN([S+](=O)([O-])c2cccs2)CC1	1.6%[6.33 µM]
O=C(Nc1cccc(F)c1)N1CCC(CCNC(=O)C2(c3ccccc3)CC2)CC1	32.2%[activator]
COc1ccc(N2C(=O)CCC2(C)C(=O)NC2CCCC2)c(OC)c1 (stereo not drawn)	11.7%
Cc1ccc2[nH]cc(CCNC(=O)/C=C/c3cccc(F)c3)c2c1	-14.9%
Cn1c(=O)n([C@H]2CCCN(C(=O)Cn3c(=O)oc4ccccc43)C2)c2ncccc21	2.8%
Brc1ccc(-c2noc(-c3ccncc3)n2)cc1	?
O=C(CCc1cnccn1)N1CCOC(CCCc2ccccc2)C1 (stereo not drawn)	6.3%
COc1ccc2[nH]c(C[C@@H]3C[C@@H](C(C)C)[C@H](CN(C)C)C=C3C)nc2n1	92.7%[activator][176 µM]

Ordered by value in ALOX12 inh (lowest first): some entries from above.
SMILES	ALOX12 inh
CCNC(=O)CNC(=O)c1cc(Br)ccc1F	5.3%
COc1ccc(N2C(=O)CCC2(C)C(=O)NC2CCCC2)c(OC)c1 (stereo not drawn)	11.7%
COc1ccccc1-c1c(C(F)(F)F)oc2cc(OCC#N)ccc2c1=O	13.1%

Carrying on.
SMILES	ALOX12 inh
CC(=O)Nc1ccc(CN2CCOC[C@H]2c2ncc(-c3cccc(Cl)c3)[nH]2)cc1	?
Cc1ccc(-n2c(C3CCN(C(=O)c4cc(Cl)ccc4F)CC3)n[nH]c2=O)cc1	29.3%
CCn1cc(S(=O)(=O)N2CCC3(CCC3OC)CC2)cn1 (stereo not drawn)	-2.4%
CCOC(=O)c1noc2nc(C)nc(Nc3cccc(C(F)(F)F)c3)c12	-4.1%
O=C(COC(=O)COc1cccc(Br)c1)Nc1ccccc1OC(F)F	-11.2%
COc1ccc(CNC(=O)c2c(C)sc3ccn(CC(C)C)c(=O)c23)cc1OC	-1.9%
Cc1ccc2c(c1)C1(C(=O)N2)C(C#N)=C(N)N(c2ccc(C(F)(F)F)cc2)C2=C1C(=O)CCC2 (stereo not drawn)	24.4%
COc1ccc(C(C)=O)cc1CC(=O)NC(c1ccccc1)c1ccc(C)cc1 (stereo not drawn)	-2.4%
CC1CCC(NC[C@H]2O[C@@H]3C[C@@H](CC(=O)N4CCOCC4)O[C@@H]3[C@@H]2O)CC1 (stereo partly drawn)	7.5%[176 µM]
COc1ccc(/C=C2\N=C(SC)SC2=O)cc1C	-48.1%
O=C1NCc2ccccc2CC12CCCN2Cc1ccc(F)cc1 (stereo not drawn)	3.0%[6.33 µM]
Cc1ccccc1-n1c(C)nnc1SCC(=O)Nc1c(C#N)c(C)c(C)n1Cc1ccccc1	1.3%
CCCN1CCc2[nH]cnc2C12CCN(C(=O)[C@H]1Cc3ccccc3CN1)CC2	?
Cc1ccc(-c2noc(CNc3ccc(F)cc3C)n2)cc1	?
CCNC(=O)N1CCCC1c1noc(CCC(=O)NC(CC)CC)n1 (stereo not drawn)	-1.9%
O=C(c1cnc2c(c1)N([S+](=O)([O-])c1cccnc1)CCC2)N1CCN(Cc2ccccc2)CC1	16.5%
COc1ccc2[nH]c(C)c(CC(=O)O)c2c1	?
COc1ccc(CN2CC(C(=O)NCc3ccncc3)C3(CCOCC3)C2)cc1 (stereo not drawn)	87.2%[activator]
Cc1noc2c(NCc3ccncc3)cc(-c3ccc(Cl)cc3)nc12	-2.2%[176 µM]
CC(C)(C)NC(=O)C(C1CC1)n1c(=O)c(-c2ccco2)nc2ccccc21 (stereo not drawn)	?
Cn1nc(C2CCN(C(=O)CCC3CCCC3)CC2)c2c1CCOC2	-5.2%
O=C(c1ccccc1OC1CCN(C2Cc3ccccc3C2)CC1)N1CCCCC1	58.2%[activator]
Cc1cc(C)cc(C(=O)NCc2nnc3cc(-c4nc(C5CC5)no4)ccn23)c1	3.7%
Cc1cc(C)cc(NC(=O)N2CCCC(Cn3c(C)nc4cccnc43)C2)c1 (stereo not drawn)	2.1%
O=C(COC(=O)COc1ccc2c(c1)CCC2)NC1CCCCC1	?
CC(C)c1nnc(C2CN(C(=O)Cc3ccc(Br)cc3)CC23CCOCC3)o1 (stereo not drawn)	47.1%[activator]
COCCN1C(=O)c2ccccc2C(C(=O)Nc2nc3ccccc3[nH]2)C12CCCCC2 (stereo not drawn)	4.6%
COc1cc(OC)cc(C(=O)Nc2ncc3c(n2)CC(c2ccc(Cl)cc2)CC3=O)c1 (stereo not drawn)	-2.6%
O=C(c1cn2cc(-c3ccccc3Cl)n(CC3CC3)c(=O)c2n1)N1CC[C@@H](O)C1	3.2%
CCN(CC)Cc1cnc2c(C(=O)NC3(c4ccccc4)CC3)cnn2c1	48.2%[activator]

Entries from the list above containing bromine (4):
SMILES	ALOX12 inh
CCNC(=O)CNC(=O)c1cc(Br)ccc1F	5.3%
Brc1ccc(-c2noc(-c3ccncc3)n2)cc1	?
O=C(COC(=O)COc1cccc(Br)c1)Nc1ccccc1OC(F)F	-11.2%
CC(C)c1nnc(C2CN(C(=O)Cc3ccc(Br)cc3)CC23CCOCC3)o1 (stereo not drawn)	47.1%[activator]

For convenience, some entries already given:
SMILES	ALOX12 inh
O=C(c1cnc2c(c1)N([S+](=O)([O-])c1cccnc1)CCC2)N1CCN(Cc2ccccc2)CC1	16.5%
COc1ccc2[nH]c(C)c(CC(=O)O)c2c1	?
COc1ccc(CN2CC(C(=O)NCc3ccncc3)C3(CCOCC3)C2)cc1 (stereo not drawn)	87.2%[activator]
Cc1noc2c(NCc3ccncc3)cc(-c3ccc(Cl)cc3)nc12	-2.2%[176 µM]
CC(C)(C)NC(=O)C(C1CC1)n1c(=O)c(-c2ccco2)nc2ccccc21 (stereo not drawn)	?
Cn1nc(C2CCN(C(=O)CCC3CCCC3)CC2)c2c1CCOC2	-5.2%

More records follow:
SMILES	ALOX12 inh
CC(=O)c1c(C)oc2ccc(NS(=O)(=O)c3ccc4ccccc4c3)cc12	2.5%
O=C(COc1ccccc1Cl)Nc1cccc(NC(=O)c2ccco2)c1	7.3%
COc1ccc(-c2cnc(C)o2)cc1S(=O)(=O)Nc1ccc(C)cc1	?
CCN1CCN(c2ccc(NC(=O)c3cnc4ccccc4n3)cc2)CC1	-28.3%
Cc1cc(C)n(CCC(=O)N2CC3CC(C2)[C@H]2CCCC(=O)N2C3)n1 (stereo partly drawn)	7.7%
O=C(NCc1ccccc1)C1(Oc2ccc(Cl)cc2)CCNCC1	10.9%
CCc1ccccc1NC(=O)CN(C)CC(=O)NC(=O)NCC(F)(F)F	-6.0%
Fc1ccccc1N1CCN(Cc2ncc(-c3ccc(Cl)cc3)o2)CC1	-14.8%
Cc1nn2c(c1-c1ccccc1C(C)C)N(C(=O)c1cc3ccccc3n1C)CCC2	?
CC(C)C(NC(=O)c1ccccc1)C(C)C	0.1%
Fc1ccc(Cc2noc(-c3nc(-c4ccncc4)no3)n2)cc1	47.4%[activator]
CCn1c2ccccc2c2cc(CNCC3CCNCC3)ccc21	-22.7%
C/C=C/c1ccc(OCC(=O)N2CCN(S(=O)(=O)c3ccc(F)cc3)CC2)c(OC)c1	10.5%
CCCC(=O)N1CCC2(CC1)NCCc1c2[nH]c2ccccc12	66.3%[activator]
CCNC(=O)N[C@H]1[C@H](O)[C@@H](N2CCC(Cc3ccccc3)CC2)[C@@H]2OC[C@H]1O2	?
O=C(NCCCCc1ccccc1)c1cc(=O)c2ccccc2o1	?
CCNC(=O)C(C)(C)Oc1nn(Cc2cccc(Cl)c2)c2ccccc12	?
O=C(Cc1cccs1)Nc1ccc2c(c1)CN(Cc1ccccc1F)C(=O)CO2	17.8%
Clc1cc(N2CCC(N3CCCCC3)CC2)n2nccc2n1	34.8%[176 µM]
O=C(CN(Cc1ccc(F)cc1)S(=O)(=O)c1ccc(Cl)cc1)NCCO	?
Cc1ccc(C(CC(=O)N2CCN(c3ccc([N+](=O)[O-])cc3)CC2)c2cn(C)c3ccccc23)cc1 (stereo not drawn)	?
O=C(N/N=C/c1ccc(C(F)(F)F)cc1)c1cccs1	-4.0%
O=C1c2c(nc(CNCc3cccc(Cl)c3)n2Cc2ccccc2)NCCN1CC1CC1	104.4%[activator]
CN(C)Cc1nnc(C2CC(NC(=O)Cc3c(F)cccc3Cl)C2)n1C (stereo not drawn)	0.0%&12.8%
COc1ccccc1C(=O)N[C@@H]1c2ccccc2C2(CCN(C(=O)c3ccnn3C)CC2)[C@H]1OC	38.1%[activator]
COc1ccc([C@H](C)NC(=O)c2c(C)noc2-c2ccccc2C)cc1	16.1%
COCC1(CNC(=O)c2ccc(F)cc2)C[C@@H](O)[C@@H](O)C1 (stereo partly drawn)	74.8%[activator][176 µM]
CC(C)Cn1c(SCC(=O)c2ccc(C#N)cc2)nnc1-c1ccccc1	?
CC1(C)S[C@H]2[C@H](NC(=O)[C@@H](N)c3ccc(O)cc3)C(=O)N2[C@@H]1C(=O)O	-41.6%[57.4 µM]
COc1ccc(CN2Cc3[nH]nc(-c4ccccc4)c3CC2=O)cc1	18.6%[176 µM]
CCC(CNC(=O)c1ccc2c(c1)NC(=O)CS2)c1ccccc1 (stereo not drawn)	?
COc1cccc(CN(C)CC(=O)NC(=O)NC2CC2)c1OC	0.3%
CN(C)C(=O)NC[C@@H]1CC[C@H]2C[C@@H]1C2(C)C	30.6%[activator][176 µM]
Cn1ccnc1SCC(=O)Nc1sc2c(c1C#N)CCC2	-11.9%
CCCNC(=O)NCC(=O)N1CCCCCCNC(=O)CC1c1ccccc1 (stereo not drawn)	16.0%
CC#CC(=O)Nc1cc2c(Nc3ccc(F)c(Cl)c3)ncnc2cn1	0.0%
CC(C)(C)NC(=O)C(c1cccc2ccccc12)n1c(=O)c(-c2ccccc2)nc2ccccc21 (stereo not drawn)	-5.0%
COCCNc1ncnc2c1CN(C1CCNC1)C(=O)CN2C (stereo not drawn)	?
CCOc1ccc(NC(=O)c2ccc3ccccc3n2)cc1OCC	-5.4%
O=C([C@H]1O[C@H](CCN2CCN(Cc3ccccc3)CC2)CC[C@@H]1O)N1CCN(c2ccc(F)cc2)CC1	8.6%
COc1ccc(CNc2ccnc(-c3ccc4c(c3)OCO4)n2)c(OC)c1	20µM*
O=C(NCCc1ccncc1)C1CC(=O)N(c2n[nH]c3cccc(F)c23)C1 (stereo not drawn)	16.1%
N#CCCN1CCCC1CCc1ccccc1 (stereo not drawn)	?
O=C(c1ccc(C(F)(F)F)cc1)N1CCCN(C2CC2)CC1	-14.3%
COc1ccc(C2CCCN2C(=O)c2ccc(-n3cccn3)cc2)c(OC)c1 (stereo not drawn)	16.0%
CC(C)c1noc(CC2CCN(C(=O)c3ccc(F)cc3)CC2)n1	22.2%
C[C@H]1CN(S(=O)(=O)c2cccc(F)c2)C[C@@H]1c1nc(-c2ccccc2)no1	13.0%
O=c1ncn(Cc2ccccc2)c2ccc(-c3ccc(F)cc3)nc12	-20.5%[176 µM]
Cc1ccc(CC(=O)N2CCN(c3cc(-c4cccs4)[nH]n3)CC2)cc1	-13.6%
O=C(NCc1ccc(F)cc1)C1CN(c2cccc(Cl)c2)C(=O)N1 (stereo not drawn)	31.1%[activator][176 µM]
Cc1c(C#N)c(NC(=O)CSc2nnnn2C2CCCC2)n(CC2CCCO2)c1C (stereo not drawn)	?
CCCn1nc(C(=O)N(C)Cc2ccc(F)cc2)c2ccccc2c1=O	?
CCOC(=O)C1(Cc2ccc(F)cc2)CCCN(C(=O)c2ccc(N(C)C)cc2)C1 (stereo not drawn)	66.9%[activator]
CCN(CC1CCOC1)C(=O)Cn1nc(C)c2ccccc2c1=O (stereo not drawn)	23.3%
N#Cc1cccc(C(=O)N2CCCCCCNC(=O)CC2c2ccccc2)c1 (stereo not drawn)	20.2%
CSc1ccc(N2CC(C(=O)N(C)Cc3cnn(Cc4ccccc4)c3)CC2=O)cc1 (stereo not drawn)	30.1%[activator]
COC(=O)[C@@H]1C[C@@H](NC(=O)c2cc(-c3ccc(C)o3)[nH]n2)CN1C	28.0%
O=c1[nH]c2ccc(-c3csc(Nc4ccc(Cl)cc4)n3)cc2o1	-86.5%
COC(=O)c1c(C)[nH]c(C(=O)C(C)OC(=O)c2ccc(F)cc2)c1C (stereo not drawn)	?
COC(=O)c1ccccc1NC(=O)CN(c1cccc(C)c1C)S(C)(=O)=O	5.0%

Further entries.
SMILES	ALOX12 inh
CNC(=O)c1ccc(NC(=O)C2CCCCC2)cc1	4.5%
CCc1nc(-c2c3n(c(=O)n(Cc4ccc(C(=O)OC)o4)c2=O)CCCC3)no1	23.0%
COCCNC(=O)c1cn2ccnc(-c3ccc(C)cc3)c2n1	34.8%
COc1cccc(-c2nnnn2[C@H]2CO[C@H]3[C@@H]2OC[C@@H]3NC(=O)Nc2ccc(Oc3ccccc3)cc2)c1	37.9%
Cc1ccc(OC(=O)N2CCC(Oc3ccc4c(cnn4CCC(=O)O)c3)CC2)cc1	9.2%[176 µM]
CCN(CC)C(=O)C1N(C(C)C)C(=O)C12CCCC2 (stereo not drawn)	2.1%
CN1CCN(c2ccnc(-c3cccnc3)n2)CC1	-14.0%
CC(C)(C)OC(=O)N[C@@H](Cc1ccccc1)c1nnc(S(=O)(=O)Cc2ccccc2)o1	4.3%
